Mcl-1 Bim block – inhibitors of Bim-Mcl-1 interaction, human; Q07820; Bead-based flow cytometry, Bim peptide-Mcl-1 binding; inhibition, % at 10 µM; 190,000 compounds, 0.1% hits; AID 1009;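 further: 0% = no compound tracer wells and 100% = peptide blocker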
ABCG2 block – blocks JC-1 efflux by human ABCG2 transporter; inhibition, % at 6.6 µM; 190,000 compounds, 0.1% hits; Q9UNQ0; AID 1325; IgMXP3 cells, flow cytometry;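 active means inhibition above 80%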;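 further: 0% = DMSO and 100% = nicardipine control wells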
Target sequence (Q9UNQ0 whole entry, looked up): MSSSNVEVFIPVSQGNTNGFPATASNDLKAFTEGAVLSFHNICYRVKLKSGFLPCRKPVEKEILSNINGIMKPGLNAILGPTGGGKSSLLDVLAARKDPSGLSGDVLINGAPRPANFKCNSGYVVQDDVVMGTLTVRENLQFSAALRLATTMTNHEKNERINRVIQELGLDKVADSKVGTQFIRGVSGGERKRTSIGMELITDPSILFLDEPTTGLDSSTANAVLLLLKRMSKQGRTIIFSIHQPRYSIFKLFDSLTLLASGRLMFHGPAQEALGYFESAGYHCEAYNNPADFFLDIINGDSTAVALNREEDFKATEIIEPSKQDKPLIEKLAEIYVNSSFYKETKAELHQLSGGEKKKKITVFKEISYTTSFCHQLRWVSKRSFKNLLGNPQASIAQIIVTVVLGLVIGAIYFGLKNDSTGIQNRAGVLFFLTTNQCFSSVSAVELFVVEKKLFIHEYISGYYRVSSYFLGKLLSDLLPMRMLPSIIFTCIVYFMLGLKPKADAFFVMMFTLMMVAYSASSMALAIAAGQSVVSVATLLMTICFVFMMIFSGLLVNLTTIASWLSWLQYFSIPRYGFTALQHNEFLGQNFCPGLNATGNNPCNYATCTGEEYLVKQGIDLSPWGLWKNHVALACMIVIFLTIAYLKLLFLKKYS
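Read-out basis: Efflux inhibition in percent versus controls | Test system: ABCG2 IgMXP3 and barcoded ABCB1 CCRF-Adr cell mix | Quantity: 3 million cells/mL in well | Schedule: 10 min at 25 °C | Control set: Nicardipine as high control, DMSO as low control | Reagent: JC-1 as fluorescent efflux pump substrate | Signal: Flow cytometry of retained JC-1 fluorescence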
Bim-Bcl-2 – human Bim-Bcl-2 interaction inhibition; P10415; Bead-based flow cytometry, Bim peptide-Bcl-2 binding; inhibition, % at 10 µM; 190,000 compounds, 0.06% hits; AID 950; in the data active means inhibition above about 40%;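 further: 0% = no compound wells with probe peptide and 100% = reference peptide inhibitor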
Bim-Bcl-XL – inhibitors of Bim-Bcl-XL interaction, human; Bim peptide-Bcl-XL binding, bead flow cytometry, fluorescence; 190,000 compounds, 0.04% hits; inhibition, % at 10 µM; Q07817
Target sequence (Q07817 whole entry, looked up): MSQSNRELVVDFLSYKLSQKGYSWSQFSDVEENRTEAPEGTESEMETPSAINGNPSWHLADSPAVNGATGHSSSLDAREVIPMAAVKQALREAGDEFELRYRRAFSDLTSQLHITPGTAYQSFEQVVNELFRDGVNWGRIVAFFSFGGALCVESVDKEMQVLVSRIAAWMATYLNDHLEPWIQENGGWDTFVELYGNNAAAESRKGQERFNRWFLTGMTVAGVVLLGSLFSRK
RGS7-Gao reg – human RGS7-Galphao interaction regulation. P09471. Multiplexed bead flow cytometry, RGS7-Galphao binding; actives lie on both sides. binding response (% of control), % at 10 µM. 220,000 compounds, 0.35% hits. AID 1439; in the data active means binding response below about 49% or above about 150%;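 further: fluorescent Galphao held in activated GDP-AlF4 state binding bead-coupled RGS7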
ABCB1 block – blocks JC-1 efflux by human ABCB1 transporter; CCRF-Adr cells, flow cytometry; inhibition, % at 6.6 µM; 190,000 compounds, 0.067% hits; in the data active means inhibition above about 40%;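 further: 0% = vehicle and 100% = reference inhibitor; higher value means more JC-1 retained so stronger ABCB1 efflux block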
Bcl-B Bim block – inhibitors of Bim-Bcl-B interaction, human | bead-based flow cytometry, Bim peptide-Bcl-B binding | inhibition, % at 10 µM | AID 951 | 190,000 compounds, 0.073% hits;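 further: 0% = tracer peptide without compound and 100% = reference inhibitor peptide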
Target sequence (Q9HD36 whole entry, looked up): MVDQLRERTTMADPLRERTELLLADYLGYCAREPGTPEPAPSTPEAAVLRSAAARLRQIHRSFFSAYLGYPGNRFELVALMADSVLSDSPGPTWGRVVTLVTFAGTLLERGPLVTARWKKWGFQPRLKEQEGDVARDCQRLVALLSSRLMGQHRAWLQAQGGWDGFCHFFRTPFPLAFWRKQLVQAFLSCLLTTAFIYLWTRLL
RGS8-Gao – human RGS8-Galphao interaction regulation. 220,000 compounds, 0.34% hits. multiplexed bead flow cytometry, RGS8-Galphao binding; actives lie on both sides. response (percent of control binding), % at 10 µM. P09471. AID 1423; in the data active means response below about 60% or above about 140%; inactive means in between;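 further: Galphao activated as the GDP aluminium fluoride complex binding bead-coupled RGS8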
Bfl-1 Bim block – inhibitors of Bim-Bfl-1 interaction, human; Bead-based flow cytometry, Bim-Bfl-1 binding inhibition; inhibition, % at 10 µM; 190,000 compounds, 0.12% hits;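 further: 0% = wells without compound plus tracer and 100% = blocker peptide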
Bim-Bcl-W – disrupts Bim peptide binding to human Bcl-W. bead-based flow cytometry. 190,000 compounds, 0.02% hits. inhibition, % at 10 µM. AID 952;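 further: 0% = bound tracer without compound and 100% = peptide blocker; higher means less fluorescent Bim peptide bound to Bcl-W beads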
RGS4-Gao reg – modulates binding of RGS4 to human Galphao | P09471 | Multiplexed bead flow cytometry; actives lie on both sides | binding response (% of control), % at 10 µM | 220,000 compounds, 0.33% hits; in the data active means binding response below about 49% or above about 150%; inactive means in between;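 further: fluorescent Galphao activated with aluminum fluoride binding bead-coupled RGS4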
Active calls of the source: *. Unless noted, no stated cut-off is given here; in the data, active means inhibition above about 40%.

What do the screens show for `COc1ccc([N+](=O)[O-])cc1NC(=O)COC(=O)Cc1cc(OC)c(OC)c(OC)c1`?
Mcl-1 Bim block: -2; ABCG2 block: 22; Bim-Bcl-2: -3; Bim-Bcl-XL: -3; RGS7-Gao reg: 99; ABCB1 block: 0.7; Bcl-B Bim block: -5; RGS8-Gao: 102; Bfl-1 Bim block: -2; Bim-Bcl-W: -2; RGS4-Gao reg: 100

How did Cc1nc(C)c(CC(=O)N/N=C/c2ccc(O)cc2)c(=O)[nH]1 do in these assays?
Mcl-1 Bim block: 2; ABCG2 block: -1; Bim-Bcl-2: 5; Bim-Bcl-XL: 2; RGS7-Gao reg: 87; ABCB1 block: -0.1; Bcl-B Bim block: -1; RGS8-Gao: 96; Bfl-1 Bim block: 0; Bim-Bcl-W: 3; RGS4-Gao reg: 93

What do the screens show for `Cc1cc(NC(=O)c2cc3n(n2)C(C(F)(F)F)CC(c2ccc(Cl)c(Cl)c2)N3)no1` (stereo not drawn)?
Mcl-1 Bim block: -5; ABCG2 block: 0; Bim-Bcl-2: -10; Bim-Bcl-XL: -8; RGS7-Gao reg: 108; ABCB1 block: 0.2; Bcl-B Bim block: -8; RGS8-Gao: 105; Bfl-1 Bim block: -6; Bim-Bcl-W: -5; RGS4-Gao reg: 111

Results for C=CCSc1cc(C)nc2c(-c3ccc(Cl)cc3)c(C)nn12 ?
Mcl-1 Bim block: 0; ABCG2 block: 9; Bim-Bcl-2: 0; Bim-Bcl-XL: 2; RGS7-Gao reg: 103; ABCB1 block: 1.4; Bcl-B Bim block: -1; RGS8-Gao: 101; Bfl-1 Bim block: -1; Bim-Bcl-W: 0; RGS4-Gao reg: 106

Results for O=C(COc1cccc2c1CCN(Cc1ccc(Br)cc1)C2=O)N1CCOCC1 ?
Mcl-1 Bim block: -2; ABCG2 block: 3; Bim-Bcl-2: -3; Bim-Bcl-XL: 0; RGS7-Gao reg: 108; ABCB1 block: 0.7; Bcl-B Bim block: -4; RGS8-Gao: 103; Bfl-1 Bim block: -3; Bim-Bcl-W: -2; RGS4-Gao reg: 102

How did CN(C)c1nc(SCC(=O)Nc2ccccc2)nc(N2CCOCC2)n1 do in these assays?
Mcl-1 Bim block: 0; ABCG2 block: 3; Bim-Bcl-2: 1; Bim-Bcl-XL: 0; RGS7-Gao reg: 104; ABCB1 block: 1.0; Bcl-B Bim block: 0; RGS8-Gao: 101; Bfl-1 Bim block: -3; Bim-Bcl-W: 1; RGS4-Gao reg: 102

What do the screens show for `O=C(N1CCCCCC1)N1CCN(C(=O)N2CCCCC2)CC1`?
Mcl-1 Bim block: -3; ABCG2 block: 1; Bim-Bcl-2: -2; Bim-Bcl-XL: -2; RGS7-Gao reg: 100; ABCB1 block: 0.3; Bcl-B Bim block: -2; RGS8-Gao: 92; Bfl-1 Bim block: 2; Bim-Bcl-W: -4; RGS4-Gao reg: 96

What do the screens show for `CC(C)(C)NCc1cc2ccccc2[nH]c1=O`?
Mcl-1 Bim block: -1; ABCG2 block: -4; Bim-Bcl-2: -5; Bim-Bcl-XL: -1; RGS7-Gao reg: 95; ABCB1 block: -2.5; Bcl-B Bim block: -7; RGS8-Gao: 99; Bfl-1 Bim block: -7; Bim-Bcl-W: -2; RGS4-Gao reg: 97

What do the screens show for `COc1ccc(/C=C(\NC(=O)c2ccccc2)C(=O)N/N=C/c2sccc2C)cc1`?
Mcl-1 Bim block: -7; ABCG2 block: 7; Bim-Bcl-2: -4; Bim-Bcl-XL: -6; RGS7-Gao reg: 101; ABCB1 block: -1.5; Bcl-B Bim block: -14; RGS8-Gao: 101; Bfl-1 Bim block: -1; Bim-Bcl-W: -6; RGS4-Gao reg: 98

Results for CCNC(=S)N/N=C/c1cccc(C)c1 ?
Mcl-1 Bim block: -4; ABCG2 block: -3; Bim-Bcl-2: -19; Bim-Bcl-XL: -10; RGS7-Gao reg: 101; ABCB1 block: -0.5; Bcl-B Bim block: -21; RGS8-Gao: 105; Bfl-1 Bim block: -4; Bim-Bcl-W: -5; RGS4-Gao reg: 102

Results for CC1=C(C)CC(C(=O)NNC(=O)c2ccccc2)C(C(=O)O)C1 (stereo not drawn) ?
Mcl-1 Bim block: 2; ABCG2 block: 0; Bim-Bcl-2: -1; Bim-Bcl-XL: 0; RGS7-Gao reg: 103; ABCB1 block: 0.1; Bcl-B Bim block: 0; RGS8-Gao: 99; Bfl-1 Bim block: -6; Bim-Bcl-W: 4; RGS4-Gao reg: 100

What do the screens show for `COc1ccc2nc(/C(C#N)=C\c3ccc(C(=O)O)cc3)[nH]c2c1`?
Mcl-1 Bim block: 8; ABCG2 block: -2; Bim-Bcl-2: 5; Bim-Bcl-XL: 12; RGS7-Gao reg: 98; ABCB1 block: -0.8; Bcl-B Bim block: 12; RGS8-Gao: 99; Bfl-1 Bim block: 6; Bim-Bcl-W: 11; RGS4-Gao reg: 98

How did CCC(=O)N(CCc1ccccc1C)Cc1cc2cc3c(cc2[nH]c1=O)OCO3 do in these assays?
Mcl-1 Bim block: -1; ABCG2 block: 8; Bim-Bcl-2: -1; Bim-Bcl-XL: -5; RGS7-Gao reg: 96; ABCB1 block: 1.5; Bcl-B Bim block: -2; RGS8-Gao: 99; Bfl-1 Bim block: -2; Bim-Bcl-W: 0; RGS4-Gao reg: 94

What do the screens show for `O=C(c1ccc(Cl)cc1)N1CCC(O)(CSc2ccc(Cl)cc2Cl)CC1`?
Mcl-1 Bim block: 0; ABCG2 block: -3; Bim-Bcl-2: -5; Bim-Bcl-XL: -9; RGS7-Gao reg: 99; ABCB1 block: -2.9; Bcl-B Bim block: -7; RGS8-Gao: 100; Bfl-1 Bim block: -7; Bim-Bcl-W: -5; RGS4-Gao reg: 96

What do the screens show for `N#Cc1cn(Cc2ccccc2)c2ccccc12`?
Mcl-1 Bim block: 0; ABCG2 block: 4; Bim-Bcl-2: -10; Bim-Bcl-XL: -4; RGS7-Gao reg: 97; ABCB1 block: 0.9; Bcl-B Bim block: -6; RGS8-Gao: 102; Bfl-1 Bim block: -12; Bim-Bcl-W: 0; RGS4-Gao reg: 99

Among those listed so far, these contain a COOH group:
Results for CC1=C(C)CC(C(=O)NNC(=O)c2ccccc2)C(C(=O)O)C1 (stereo not drawn) ?
Mcl-1 Bim block: 2; ABCG2 block: 0; Bim-Bcl-2: -1; Bim-Bcl-XL: 0; RGS7-Gao reg: 103; ABCB1 block: 0.1; Bcl-B Bim block: 0; RGS8-Gao: 99; Bfl-1 Bim block: -6; Bim-Bcl-W: 4; RGS4-Gao reg: 100

What do the screens show for `COc1ccc2nc(/C(C#N)=C\c3ccc(C(=O)O)cc3)[nH]c2c1`?
Mcl-1 Bim block: 8; ABCG2 block: -2; Bim-Bcl-2: 5; Bim-Bcl-XL: 12; RGS7-Gao reg: 98; ABCB1 block: -0.8; Bcl-B Bim block: 12; RGS8-Gao: 99; Bfl-1 Bim block: 6; Bim-Bcl-W: 11; RGS4-Gao reg: 98

Additional compounds follow.
What do the screens show for `Cc1ccc(N(C(=O)C2CCC(=O)N2)C2(C(=O)NC3CCCC3)CCCCC2)cc1` (stereo not drawn)?
Mcl-1 Bim block: -1; ABCG2 block: 1; Bim-Bcl-2: -7; Bim-Bcl-XL: -6; RGS7-Gao reg: 99; ABCB1 block: -0.2; Bcl-B Bim block: -7; RGS8-Gao: 101; Bfl-1 Bim block: -11; Bim-Bcl-W: -1; RGS4-Gao reg: 104

What do the screens show for `Cc1c(S(=O)(=O)N2CCN(c3cccc(C(F)(F)F)c3)CC2)c(=O)n(C)c(=O)n1C`?
Mcl-1 Bim block: 3; ABCG2 block: 0; Bim-Bcl-2: -6; Bim-Bcl-XL: -3; RGS7-Gao reg: 100; ABCB1 block: -0.8; Bcl-B Bim block: -2; RGS8-Gao: 102; Bfl-1 Bim block: -9; Bim-Bcl-W: 4; RGS4-Gao reg: 99

Results for COc1ccccc1NC(=O)COC(=O)c1ccccc1C(=O)N1CCN(c2ccccc2)CC1 ?
Mcl-1 Bim block: 0; ABCG2 block: 10; Bim-Bcl-2: 0; Bim-Bcl-XL: 2; RGS7-Gao reg: 97; ABCB1 block: 1.4; Bcl-B Bim block: 0; RGS8-Gao: 101; Bfl-1 Bim block: -5; Bim-Bcl-W: 1; RGS4-Gao reg: 99

What do the screens show for `COc1cc(C(=O)Nc2cccc3ncccc23)cc(OC)c1OC`?
Mcl-1 Bim block: 3; ABCG2 block: 28; Bim-Bcl-2: -4; Bim-Bcl-XL: 0; RGS7-Gao reg: 98; ABCB1 block: -0.1; Bcl-B Bim block: -4; RGS8-Gao: 101; Bfl-1 Bim block: -5; Bim-Bcl-W: 2; RGS4-Gao reg: 103

Results for CCCCc1nc(S(=O)(=O)c2ccc(Cl)cc2)c(N2CCOCC2)o1 ?
Mcl-1 Bim block: -5; ABCG2 block: -1; Bim-Bcl-2: -3; Bim-Bcl-XL: -7; RGS7-Gao reg: 99; ABCB1 block: -0.5; Bcl-B Bim block: -5; RGS8-Gao: 101; Bfl-1 Bim block: -20; Bim-Bcl-W: -5; RGS4-Gao reg: 94

How did CCOc1cc(C=O)ccc1OCCSc1ccc(Cl)cc1 do in these assays?
Mcl-1 Bim block: 2; ABCG2 block: 6; Bim-Bcl-2: 4; Bim-Bcl-XL: 1; RGS7-Gao reg: 102; ABCB1 block: 0.0; Bcl-B Bim block: 0; RGS8-Gao: 102; Bfl-1 Bim block: 4; Bim-Bcl-W: 4; RGS4-Gao reg: 110

What do the screens show for `CCCC(=O)c1ccc2c(c1)OCCO2`?
Mcl-1 Bim block: -5; ABCG2 block: -1; Bim-Bcl-2: 4; Bim-Bcl-XL: -3; RGS7-Gao reg: 87; ABCB1 block: 0.0; Bcl-B Bim block: -4; RGS8-Gao: 88; Bfl-1 Bim block: -2; Bim-Bcl-W: -3; RGS4-Gao reg: 91

What do the screens show for `O=C(Oc1ccc(/C=N/n2cnnc2)cc1)c1cccc([N+](=O)[O-])c1`?
Mcl-1 Bim block: 0; ABCG2 block: 13; Bim-Bcl-2: 0; Bim-Bcl-XL: 1; RGS7-Gao reg: 128; ABCB1 block: 1.0; Bcl-B Bim block: -2; RGS8-Gao: 103; Bfl-1 Bim block: -7; Bim-Bcl-W: 0; RGS4-Gao reg: 103

Results for CC(=O)Oc1ccc(/C=c2\sc3ncnn3c2=O)cc1 ?
Mcl-1 Bim block: -9; ABCG2 block: 1; Bim-Bcl-2: -6; Bim-Bcl-XL: -1; RGS7-Gao reg: 100; ABCB1 block: -0.2; Bcl-B Bim block: -5; RGS8-Gao: 99; Bfl-1 Bim block: -7; Bim-Bcl-W: 3; RGS4-Gao reg: 105

Results for CCOc1ccccc1N1CC(C(=O)N2CCc3ccccc32)CC1=O (stereo not drawn) ?
Mcl-1 Bim block: -2; ABCG2 block: 3; Bim-Bcl-2: 1; Bim-Bcl-XL: -3; RGS7-Gao reg: 100; ABCB1 block: 1.3; Bcl-B Bim block: 0; RGS8-Gao: 103; Bfl-1 Bim block: 1; Bim-Bcl-W: -1; RGS4-Gao reg: 104

What do the screens show for `CCn1c(-c2ccco2)n[nH]c1=S`?
Mcl-1 Bim block: 1; ABCG2 block: -2; Bim-Bcl-2: 0; Bim-Bcl-XL: 0; RGS7-Gao reg: 95; ABCB1 block: -0.8; Bcl-B Bim block: -3; RGS8-Gao: 66; Bfl-1 Bim block: 3; Bim-Bcl-W: 0; RGS4-Gao reg: 98

Screens as filed in PubChem BioAssay.
